DT40 TDP1 CPT: qHTS for Inhibitors of human tyrosyl-DNA phosphodiesterase 1 (TDP1): qHTS in cells in presence of CPT | chicken DT40 Tdp1-/-;hTDP1 cells + 20 nM CPT, ATP luminescence, 48 h | Potency, µM (top dose mostly 46.2 µM), inactives show at the top dose activity change, negative = growth inhibition, most hits filed as inhibitors | 420,000 compounds, 12% hits | AID 686979, 2013; further: nearly all actives have a fitted effect of over 55% in size
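Chicken DT40 Tdp1-/- cells complemented with human TDP1, 400 cells/well, exposed to compounds plus 20 nM camptothecin for at least 48 h at 37 C; viability read as ATP content by CellTiter-Glo luminescence.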
KAT2A inh: qHTS Assay for Inhibitors of GCN5L2. Histone acetyltransferase KAT2A (Homo sapiens), Q92830. Potency, µM (highest dose often 58.9 µM), for inactives: top-dose activity change, negative = inhibition, hits mostly inhibitors. GCN5L2 HAT assay, ThioGlo1 CoA-SH fluorescence. 390,000 compounds, 0.21% hits
Target sequence (Q92830 whole entry, looked up): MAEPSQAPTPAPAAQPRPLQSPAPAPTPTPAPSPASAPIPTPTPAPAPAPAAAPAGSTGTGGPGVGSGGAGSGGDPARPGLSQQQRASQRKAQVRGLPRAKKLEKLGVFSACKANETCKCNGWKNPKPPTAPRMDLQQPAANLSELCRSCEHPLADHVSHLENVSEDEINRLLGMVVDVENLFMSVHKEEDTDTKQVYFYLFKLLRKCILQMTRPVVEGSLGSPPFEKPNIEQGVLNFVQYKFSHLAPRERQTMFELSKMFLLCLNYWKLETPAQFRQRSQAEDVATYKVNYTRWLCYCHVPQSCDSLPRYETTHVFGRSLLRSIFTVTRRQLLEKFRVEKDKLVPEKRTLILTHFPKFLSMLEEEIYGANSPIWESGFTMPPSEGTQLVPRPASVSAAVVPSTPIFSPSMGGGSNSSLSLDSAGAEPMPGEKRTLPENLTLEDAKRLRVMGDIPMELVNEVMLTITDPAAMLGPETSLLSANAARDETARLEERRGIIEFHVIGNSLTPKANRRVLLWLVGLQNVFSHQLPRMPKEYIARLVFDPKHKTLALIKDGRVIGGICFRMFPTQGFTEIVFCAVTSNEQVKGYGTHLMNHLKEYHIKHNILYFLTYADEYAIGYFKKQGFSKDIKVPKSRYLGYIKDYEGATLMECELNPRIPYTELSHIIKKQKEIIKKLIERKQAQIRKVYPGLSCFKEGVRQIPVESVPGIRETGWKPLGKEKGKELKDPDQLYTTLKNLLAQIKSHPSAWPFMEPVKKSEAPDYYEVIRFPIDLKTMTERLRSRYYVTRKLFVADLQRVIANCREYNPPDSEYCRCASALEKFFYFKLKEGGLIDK
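GCN5L2 (20 nM) in 50mM HEPES pH 7.5, 0.1mM EDTA, 0.01% Tween-20 preincubated 15 min with compounds at room temperature. Reaction started with H3(1-25) 75uM, acetyl-CoA 70uM, ThioGlo1 50uM; CoA-thiol fluorescence (Ex340/Em540) read at 0 and 20 min.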
DT40 TDP1 no CPT: qHTS for Inhibitors of human tyrosyl-DNA phosphodiesterase 1 (TDP1): qHTS in cells in absence of CPT. 420,000 compounds, 15% hits. Potency, µM (series often up to 46.2 µM), for inactives: at the highest dose activity change, negative = growth inhibition, usual class: inhibitors. AID 686978, 2013. DT40 Tdp1-/- hTDP1 cells, no CPT, ATP luminescence, 48 h; further: nearly all actives have a fitted effect of over 55% in size
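Seeded 400 DT40-hTDP1 cells/well (vehicle DMSO, no 20 nM CPT); pinned compounds; ≥48 hr at 37 °C; CellTiter-Glo luminescence as viability measure.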
Starred values were filed as active, the others as inactive; ? = inconclusive; nt = not tested or not shown. The call rests on the fitted dose curve; in most records, active means well fitted curve in the direction sought with a large enough effect; inconclusive means small, poorly fitted or top-dose-only effect, or another doubt; inactive means no such curve, though single readings can be large; an effect the other way counts as inactive or inconclusive. On the % scale 0 is the no-effect control and ±100 the full control effect; potency means the concentration at half of the fitted maximal effect. Rows are unselected (roughly 18% active in at least one column).

SMILES | DT40 TDP1 CPT | KAT2A inh | DT40 TDP1 no CPT
O=C(c1ccc(S(=O)(=O)Nc2ccccc2F)cc1)N1CCN(c2ccccn2)CC1 | ? | -2% | ?
CCc1ccc(N2CCN(CCNC(=O)Nc3ccc(OC)cc3)CC2)cc1 | -4% | -6% | ?
Cc1c(C(=O)N2CCCC(C)C2)sc2ncnc(N3CCCCC3C)c12 (configuration not stated) | ? | -8% | ?
O=C(O)CSc1nnc(-c2ccncc2)n1C1CCCCC1 | 7% | -20% | 5%
CCOC(=O)C1=C(C)C(c2ccc(OC)cc2)NC(=O)N1 (configuration not stated) | 2% | -2% | -15%
COC[C@@H]1CCCN1c1ccc2c(c1)O[C@@H](COCc1ccccc1)CN([C@H](C)c1ccccc1)S2(=O)=O | ? | nt | 23µM*
CCOC(=O)C1CCN(Cc2cn[nH]c2-c2ccccc2)CC1 | -22% | 0% | -7%
Cc1ccc(OCC(=O)OCc2nc3scc(-c4ccccc4)c3c(=O)[nH]2)cc1C | -2% | 1% | -5%
Cc1ccc(C(=O)Nc2ccccc2-c2ccccc2)cc1S(=O)(=O)Nc1ccccc1 | ? | -9% | 15µM*
COC(=O)c1ccc(CNC(=O)c2cc3ccccc3oc2=O)cc1 | 8% | -11% | -2%
CC(C)C(=O)N1CCC2(CC1)Oc1ccc(Cl)cc1C(=O)C21CC(c2cccnc2)=NO1 (configuration not stated) | -2% | 24% | -17%
CCOCCCN1CC(C(=O)NCCc2ccccc2)CC1=O (configuration not stated) | -28% | -3% | -15%
CNC(=O)CSc1nc2nc(C)cc(C)n2n1 | -4% | -6% | -14%
COc1ccc(NC(=O)CC(C)(C)C)c([N+](=O)[O-])c1 | -21% | -4% | -21%
O=C1NN(c2ccccc2)C(=O)C2C1C1C=CC2C12CC2 (configuration not stated) | -5% | 4% | -3%
CCC(C)NC(=O)Nc1ccc(C)cc1C (configuration not stated) | -20% | -3% | -21%
CC(OC(=O)/C=C/c1cccs1)C(=O)Nc1ccc(S(N)(=O)=O)cc1 (configuration not stated) | ? | -8% | ?
c1cncc(CN2CCN(c3cc(-c4cnc5ccccc5c4)nc4ccnn34)CC2)c1 | ? | nt | -29%
O=C(Cc1ncc(C(F)(F)F)cc1Cl)N1CCN(c2cccc(Cl)c2)CC1 | -16% | 11% | 7%
COc1cccc(C(=O)NC2CC3CCCC(C2)N3CC(=O)Nc2ccccc2C(F)(F)F)c1 (configuration not stated) | ? | -8% | 16µM*
Cc1ccc(S(=O)(=O)N2CC3C(=O)C[C@@H](c4ccccc4)N(S(=O)(=O)c4ccc(CCCOCCOCCNC(=O)OC(C)(C)C)cc4)C3CC2c2ccccc2)cc1 (some centres not stated) | ? | nt | ?
CCOC(=O)c1c(C)[nH]c(C)c1S(=O)(=O)N1CCCC(C(=O)NCc2ccc(N(C)C)cc2)C1 (configuration not stated) | ? | -7% | 1%
Cc1cc(C2(c3ccc(O)c(C)c3)C(=O)N(C)c3ccc(Br)cc32)ccc1O | -23% | nt | -26%
C[C@H](CO)N1C[C@H](C)[C@@H](CN(C)S(=O)(=O)c2cccc(C#N)c2)OCc2cnnn2CCCC1=O | -17% | nt | 5%
Cc1nn(Cc2ccccc2)c(C)c1NC(=O)CCC(=O)O | -7% | -7% | -20%
C=CCn1cccc(/C=C/C(=O)c2ccc(C(C)(C)C)cc2)c1=S | 7.3µM* | -7% | 7.3µM*
CCOc1ccc(OCCC(=O)Nc2cccc(S(=O)(=O)N3CCCC3)c2)cc1 | ? | -1% | ?
CCn1c(CC(=O)Nc2ccc(C)c(Cl)c2)nnc1SCc1ccc(Cl)c(Cl)c1 | -1% | 1% | -18%
COc1ccc(/C=N/Nc2nc3ccccc3s2)cc1O | 17% | -5% | ?
CCCn1c(C)cc(C(=O)COC(=O)c2ccc(Cl)c(S(=O)(=O)N3CCCC3)c2)c1C | 23µM* | -9% | 15µM*
CN(C)C(=O)CCSc1nnc(-c2ccncc2)o1 | 2% | -6% | 1%
C=CCSc1nc2sc3c(c2c(=O)[nH]1)CCC3 | 3% | -1% | -1%
CCOC(=O)C#CC(CCc1ccccc1)OS(N)(=O)=O (configuration not stated) | ? | -20% | ?
Clc1ccc(-c2cn3cccnc3n2)cc1 | -9% | -9% | ?
O=C(Nc1cc(Br)c(O)c(Br)c1)c1cccc(NC(=O)c2ccco2)c1 | -27% | 2% | -26%
CC12CC3(C)CC(C)(C1)CC(C(=O)NC(=S)N1CCCC1)(C2)C3 | ? | 3% | -27%
Cc1ccc(S(=O)(=O)N2CCN(C(=O)CCC(=O)NCCc3ccc(S(N)(=O)=O)cc3)CC2)c(C)c1 | 1% | 1% | -6%
CCOc1cnc(C(=O)NNC(=O)c2ccccc2Br)o1 | 12% | -4% | 1%
CCOC(=O)C1CC(c2ccccc2)=NN1c1ccccc1 (configuration not stated) | ? | nt | ?
Cc1cccc2cc(C(c3nnnn3C(C)(C)C)N(Cc3ccco3)CC3CCCO3)c(=O)[nH]c12 (configuration not stated) | ? | -9% | ?
O=C(CSc1nccc(=O)[nH]1)Nc1ccccc1Sc1ccccc1 | 2% | -10% | 2%
COc1ccccc1NS(=O)(=O)c1cc(C(=O)NCC(c2ccco2)N2CCCCC2)ccc1C (configuration not stated) | ? | 1% | ?
Cc1cc(=O)oc2cc(NC(=S)NCc3cccnc3)ccc12 | 0% | -26% | 11%
Cc1cc(OCCn2c(C3CC(=O)N(Cc4ccc(F)cc4)C3)nc3ccccc32)ccc1Cl (configuration not stated) | ? | -1% | 26µM*
Cc1ccccc1NC(=O)c1ccc(OCC(=O)Nc2ccccc2F)cc1 | -21% | -4% | ?
COc1cccc(CC(=O)OCC(=O)c2cc(OC)c(OC)c(OC)c2)c1 | -2% | -11% | 7%
COc1ccc(S(=O)(=O)Cc2ccc(C(=O)NCC(OC)OC)o2)cc1 | -4% | -9% | 17%
Cc1ccc(S(=O)(=O)N2CCN(CC(=O)NCC3(N4CCOCC4)CCCCC3)CC2)cc1 | -4% | 0% | -20%
CC(C)NC(=O)c1ccc(NC(=O)CC2SC(N3CCCC3)=NC2=O)cc1 (configuration not stated) | 9% | 2% | 13%
O=C(Nc1ccc(C(=O)N2CCCCC2)cc1)c1nsc2ccccc12 | 21µM* | 2% | 21µM*
Cc1ccccc1Nc1nc(=O)c2cc([N+](=O)[O-])ccc2s1 | ? | -4% | ?
O=S(=O)(NCC(c1cccnc1)N1CCN(c2ccccc2F)CC1)c1cccs1 (configuration not stated) | 15µM* | 3% | ?
COc1ccc(OC)c(Nc2nc3ccc(C)cc3n3cnnc23)c1 | 16µM* | 4% | ?
CCN(CC(=O)Nc1ccc2c(c1)OCCO2)C(=O)CSCC(=O)Nc1ccc(C)cc1 | 3% | -1% | -12%
COc1ccc(-n2ncc(C(=O)N3CCN(c4ccccn4)CC3)c2C2CCN(C(=O)OC(C)(C)C)CC2)cc1 | ? | 20% | 21µM*
CCOC(=O)Nc1cc(Br)c2c(c1)OCCO2 | -1% | 3% | -13%
CC(=O)Nc1ccc(NC(=O)COC(=O)c2ccccc2C(=O)c2ccccc2)cc1 | -29% | -11% | ?
NC(=O)C1CCN(c2ncnc3c2cnn3-c2ccccc2)CC1 | -18% | -4% | -2%
COc1ccc(-c2cc(C(=O)O)nc3ccc4ccccc4c23)cc1OC | -3% | -6% | 8%
Cc1cccc(NC(=O)C2CCCN2C(=O)OCc2ccccc2)c1 (configuration not stated) | -34% | 3% | 0.058µM*

Given in CSV form: part of the list above
smiles,DT40 TDP1 CPT,KAT2A inh,DT40 TDP1 no CPT
Cc1ccccc1NC(=O)c1ccc(OCC(=O)Nc2ccccc2F)cc1,-21%,-4%,?
COc1cccc(CC(=O)OCC(=O)c2cc(OC)c(OC)c(OC)c2)c1,-2%,-11%,7%
COc1ccc(S(=O)(=O)Cc2ccc(C(=O)NCC(OC)OC)o2)cc1,-4%,-9%,17%
Cc1ccc(S(=O)(=O)N2CCN(CC(=O)NCC3(N4CCOCC4)CCCCC3)CC2)cc1,-4%,0%,-20%
CC(C)NC(=O)c1ccc(NC(=O)CC2SC(N3CCCC3)=NC2=O)cc1 (configuration not stated),9%,2%,13%
O=C(Nc1ccc(C(=O)N2CCCCC2)cc1)c1nsc2ccccc12,21µM*,2%,21µM*
Cc1ccccc1Nc1nc(=O)c2cc([N+](=O)[O-])ccc2s1,?,-4%,?
O=S(=O)(NCC(c1cccnc1)N1CCN(c2ccccc2F)CC1)c1cccs1 (configuration not stated),15µM*,3%,?
COc1ccc(OC)c(Nc2nc3ccc(C)cc3n3cnnc23)c1,16µM*,4%,?
CCN(CC(=O)Nc1ccc2c(c1)OCCO2)C(=O)CSCC(=O)Nc1ccc(C)cc1,3%,-1%,-12%
COc1ccc(-n2ncc(C(=O)N3CCN(c4ccccn4)CC3)c2C2CCN(C(=O)OC(C)(C)C)CC2)cc1,?,20%,21µM*
CCOC(=O)Nc1cc(Br)c2c(c1)OCCO2,-1%,3%,-13%
CC(=O)Nc1ccc(NC(=O)COC(=O)c2ccccc2C(=O)c2ccccc2)cc1,-29%,-11%,?
NC(=O)C1CCN(c2ncnc3c2cnn3-c2ccccc2)CC1,-18%,-4%,-2%
COc1ccc(-c2cc(C(=O)O)nc3ccc4ccccc4c23)cc1OC,-3%,-6%,8%
Cc1cccc(NC(=O)C2CCCN2C(=O)OCc2ccccc2)c1 (configuration not stated),-34%,3%,0.058µM*

(list continues)
SMILES | DT40 TDP1 CPT | KAT2A inh | DT40 TDP1 no CPT
Cc1cc(F)ccc1C(O)c1ncc(-c2ccccc2F)[nH]1 (configuration not stated) | ? | nt | -25%
COc1ccc2cc(CN(CCCN3CCOCC3)Cc3nnnn3C3CCCCC3)c(=O)[nH]c2c1 | -29% | -1% | -7%
Cc1cnc(CNc2ccnc(-c3ccc(N(C)C)cc3)n2)cn1 | -10% | -10% | -15%
O=C(NC(=S)N(Cc1ccccc1)c1ccccn1)C1CC1 | ? | 2% | 13%
CCCCCOc1ccc(CSc2n[nH]c(C)n2)cc1 | ? | -2% | ?
COCc1c(C(=O)OCc2c(C)noc2C)oc2ccccc12 | 8% | -15% | -3%
Cc1cc(C)c(CSc2ncc(-c3ccc([N+](=O)[O-])cc3)[nH]2)c(C)c1 | 16µM* | ? | 10µM*
CCc1nnc(NC(=O)CSc2nc(-c3ccc(F)cc3)cc(-c3ccccc3)c2C#N)s1 | ? | 1% | ?
Cc1nn(-c2ccccc2)c(C)c1NC(=O)COC(=O)c1cc([N+](=O)[O-])ccc1NCCO | ? | -8% | -26%
CC(=O)N1CCc2cc(CNC(=O)Nc3cc(Cl)ccc3C)ccc21 | -8% | 4% | -22%
COCC(C)n1c(C)cc(C(=O)CSc2nnc(N)s2)c1C (configuration not stated) | ? | -6% | ?
CCCCc1nc(S(=O)(=O)c2ccc(Cl)cc2)c(N2CCOCC2)o1 | -5% | -1% | 10%
Cc1ccsc1/C=N/NC(=O)c1cc(-c2ccncc2)nc2ccccc12 | 0.58µM* | -8% | 0.58µM*
O=C(Nc1nc2ccccc2s1)c1cc(-c2ccccc2)nn1-c1ccccc1 | ? | -5% | 10µM*
CC(C)N1C2OC(C3OC4C(O3)N(C(C)C)S(=O)(=O)N4C(C)C)OC2N(C(C)C)S1(=O)=O (configuration not stated) | 0% | -6% | -4%
C#CCOCCOCCOCCNc1nc(N2CCN(C(=O)[C@H](CCCCN)n3cc(CCC(=O)O)nn3)CC2)nc(N2CCN(C(=O)[C@H](CCCCN)n3cc(CC(C)O)nn3)CC2)n1 (some centres not stated) | -6% | -12% | -2%
Cc1ccccc1OCC1CN(CN2CCOCC2)C(=O)O1 (configuration not stated) | ? | 0% | -19%
COC(=O)c1cn(C)c2ccc(S(=O)(=O)N3CCCCC3)cc2c1=O | -22% | -3% | -7%
O=C(O)COc1ccccc1/C=N/NC(=O)CSc1nc2ccccc2c(=O)n1-c1ccccc1 | 27% | -15% | 4%
O=C(CSc1nnc(-c2ccc(NS(=O)(=O)c3ccccc3)cc2)o1)NCC1CCCO1 (configuration not stated) | -21% | -6% | -5%
O=C(COC(=O)c1cc(S(=O)(=O)N2CCOCC2)cs1)c1ccccc1 | 13% | -8% | -2%
COc1ccc(-c2csc(NC(=O)CN3C(=O)C4CC=CCC4C3=O)n2)cc1OC (configuration not stated) | ? | nt | 8.2µM*

Screening data: PubChem, National Center for Advancing Translational Sciences (NCATS)
